APJ ag = APJ receptor agonism | activation, % at 20 µM | CHO-K1 APJ PathHunter beta-arrestin, luminescence; 0% DMSO wells, 100% apelin | 330,000 compounds, 0.11% hits;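 active means activation more than six SD over the plate average, tested at 20 µM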;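 further: 0% = DMSO alone and 100% = apelin-13 at 10 nM; some results filed as inactive read as strong as hits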
Target sequence (P35414 whole entry, looked up): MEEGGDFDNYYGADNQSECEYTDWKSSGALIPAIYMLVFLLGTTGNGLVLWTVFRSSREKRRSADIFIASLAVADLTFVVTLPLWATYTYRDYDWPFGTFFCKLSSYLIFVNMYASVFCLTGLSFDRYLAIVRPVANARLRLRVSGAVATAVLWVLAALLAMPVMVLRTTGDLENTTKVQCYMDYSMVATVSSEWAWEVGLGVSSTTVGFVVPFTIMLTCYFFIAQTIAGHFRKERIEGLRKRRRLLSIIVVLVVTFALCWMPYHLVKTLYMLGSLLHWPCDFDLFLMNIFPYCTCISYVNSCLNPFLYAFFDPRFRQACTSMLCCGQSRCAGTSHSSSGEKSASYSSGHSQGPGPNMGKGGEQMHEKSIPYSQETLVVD
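Test system: CHO-K1 APJ beta-arrestin complementation cell line. Amount: cell density 1000 per well. Controls: DMSO negative, 10 nM Apelin-13 positive. Signal: luminescent beta-gal fragment complementation, chemiluminescent substrate. Read-out basis: agonist-driven arrestin binding to APJ. Timing: compound stimulation 90 min at 25 °C, detection 60 min.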
TIM10 inh = inhibits growth of TIM10 yeast strain; S. cerevisiae TIM10 strain growth, BacTiter-Glo luminescence, 24 h; inhibition, % at 10 µM; 330,000 compounds, 1.4% hits;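 active means inhibition of 40% or more at the single tested concentration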;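 further: wild-type TIM10 isogenic control strain grown at permissive 25 °C; 0% = DMSO yeast wells and 100% = minimal medium wells without yeast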
GRIN3A LBD mod = modulates the human NR3A ligand-binding domain. NR3A LBD differential scanning fluorimetry, Tm shift; 0% = protein alone, 100% = glycine-bound protein. Tm shift relative to glycine control, % at 25 µM. 340,000 compounds, 2.5% hits. AID 1259313;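 active means melting temperature shift of at least 10% of the positive control shift, at one fixed dose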
tim23-1 inh = growth inhibitors of tim23-1 mutant yeast | S. cerevisiae tim23-1 growth, BacTiter-Glo luminescence, 24 h | inhibition, % at 20 µM | 330,000 compounds, 1.3% hits | AID 463212;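 active means growth inhibition of the mutant yeast at or above 50%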;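 further: temperature-sensitive mutant grown at 25 °C; plate controls were DMSO-treated mutant yeast for no effect and medium wells lacking yeast for full effect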
NLRP3 yeast inh = blocks the NALP3 inflammasome reconstituted in yeast. Yeast reconstituted NLRP3/ASC/caspase-1, beta-gal luminescence, 24 h. inhibition, % at 10 µM. 330,000 compounds, 0.39% hits. AID 2825;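 active means inhibition of 50% or more; inactive means inhibition below 50%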;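 further: plate controls were induced DMSO wells for no effect and uninduced yeast grown without galactose for full effect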
APJ antag = antagonists of human APJ apelin receptor; P35414; CHO-K1 APJ beta-arrestin complementation, luminescence; inhibition, % at 20 µM; 330,000 compounds, 0.32% hits; AID 2521;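 active means inhibition above about 40% at 20 µM, limit read from the data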;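 further: cells challenged with 10 nM apelin-13 agonist together with compound; plate controls were apelin-13 plus DMSO wells for no effect and DMSO wells lacking apelin-13 for full effect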
MIN6 prolif = MIN6 beta-cell proliferation induction; MIN6 cells proliferation, ATPlite luminescence, 48 h; cells starved in 0.2% serum; 100% = growth in 10% serum; proliferation, % at 10 µM; 330,000 compounds, 0.29% hits; AID 2380;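 active means compounds whose signal lies at least 3.5 SD above the mean of all wells on their plate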;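 further: 0% = DMSO-treated cells in low-serum medium and 100% = 10% serum control; some compounds called inactive have numbers as strong as hits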
MPTP inh = blocks calcium-induced mitochondrial swelling; isolated mouse mitochondria, Ca2+ swelling absorbance, 30 min; inhibition, % at 10 µM; 360,000 compounds, 1.4% hits;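 active means inhibition of 50% or more, scaled per plate between neutral and stimulator controls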;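 further: 0% = DMSO wells given calcium and 100% = 1 mM EGTA wells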
tim10-1 inh = inhibits growth of tim10-1 mutant yeast. S. cerevisiae tim10-1 ts strain growth, BacTiter-Glo, 24 h. inhibition, % at 20 µM. 330,000 compounds, 2.2% hits;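 active means inhibition of at least 40%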;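 further: mutant grown at 25 °C; 0% = DMSO wells with yeast and 100% = wells holding no yeast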
An asterisk follows results filed as active; & = joins results of further samples. Rows are unselected, and some 7.2% of all compounds hit somewhere here.

Below each compound: APJ ag	TIM10 inh	GRIN3A LBD mod	tim23-1 inh	NLRP3 yeast inh	APJ antag	MIN6 prolif	MPTP inh	tim10-1 inh
CSc1cc(-c2ccc(Cl)cc2)c(C(=O)NN)s1
    2.2	43.6*	4.7	-17.0	-7.4	-5.5	-2.4	1.9	25.2
Nc1cc(N)nc(SCC(=O)Nc2ccc(Br)cc2Cl)n1
    5.8	5.5	-1.9	-1.7	21.7	-3.2	-0.8	-0.6	-2.0
NC(=S)NC(=O)c1ccccc1
    -4.2	2.9	-5.1	5.4	1.9	13.4	-4.0	-0.9	8.9
Cc1nn(C(C)C(=O)Nc2sc3c(c2C#N)CCCC3)c(C)c1[N+](=O)[O-] (centres undefined)
    -1.8	27.5	0.6	39.2	21.8	7.6	-3.7	41.4	26.1
O=[N+]([O-])c1ccc(-[n+]2nc(-c3ccccc3)nn2-c2ccccc2)cc1
    3.0	-13.9	-4.1	8.5	24.6	-32.1	-1.9	3.2	-24.6
Cn1cc(/C=N/n2cnc3scc(-c4ccc(Cl)cc4)c3c2=O)c2ccccc21
    -4.2	13.3	-2.5	13.0	3.8	-10.1	-5.5	1.5	16.6
N/C(=N\OC(=O)CCn1cccc(C(F)(F)F)c1=O)c1ccc(Cl)cc1
    0.6	7.4	2.7	16.8	21.4	-2.5	-0.3	4.2	12.0
O=C(CCNC(=O)C1CCN(S(=O)(=O)c2ccc(F)cc2)CC1)NC1CC1
    1.3	0.2	6.9	8.1	8.6	16.1	-0.3	-0.1	-9.1
O=C1CCC(C(=O)OCc2nnc(-c3ccc(Cl)cc3)o2)=NN1
    -6.5	6.3	-1.0	-8.6	9.3	4.9	3.3	-1.2	2.1
O=C(CN1CCN(C(c2ccccc2)c2ccccc2)CC1)N1CCN(c2ccccc2)CC1
    -2.9	-9.3	0.8	-37.8	11.1	-2.5	-3.7	0.7	-25.9

Next section:
Below each compound: APJ ag	TIM10 inh	GRIN3A LBD mod	tim23-1 inh	NLRP3 yeast inh	APJ antag	MIN6 prolif	MPTP inh	tim10-1 inh
O=C(CCCCCNC(=O)c1ccccc1)N/N=C/c1ccco1
    2.3	-7.9	1.9	4.5	12.4	8.2	2.9	2.7	-12.5
CCOc1ccccc1NC(=O)CSc1nc2ccccc2nc1N1CCCC1
    -5.0	-9.3	3.1	11.0	18.2	22.2	-4.2	-1.9	8.9
COc1ccc(CN(CC2CCCO2)C(=O)CN2C(=O)COc3ccccc32)cc1OC (centres undefined)
    -2.7	2.9	-2.5	22.3	3.9	8.3	-1.9	0.8	3.5
CCC(C)c1ccc(C2C3=C(Nc4nc(N)[nH]c(=O)c42)c2ccccc2C3=O)cc1 (centres undefined)
    -5.4	-3.0	3.4	-18.0	12.8	28.1	-6.0	4.8	-1.2
O=c1nc2n(c3ccc([N+](=O)[O-])cc13)CCCCC2
    -4.0	5.2	2.0	-5.6	-1.6	-2.2	-3.4	0.9	-3.9
Cc1ccc(SCCN)cc1C
    -8.3	-8.7	0.1	12.5	45.5	15.9	-2.4	0.5	0.7
CC(C)(C)Nc1nc(SCC(=O)Nc2ccccc2)nc(N2CCOCC2)n1
    2.1	13.1	-3.0	18.1	5.1	11.8	-2.5	-0.7	46.2*
Fc1ccc(/C=N/NC(=S)Nc2ccc(Cl)cc2Cl)cc1
    -5.3	8.4	-0.9	-13.3	3.2	17.8	-1.2	7.2	16.4
CCCCC(=O)NCc1ccc(F)cc1
    -3.9	3.7	-4.1	-3.5	-0.1	11.4	0.0	0.7	1.8
O=C1CC(c2ccccc2)Cc2nc3nc(C(F)(F)F)nn3cc21 (centres undefined)
    -1.0	13.1	0.8	17.9	-1.5	-7.3	-4.0	1.1	12.7

Next section:
Below each compound: APJ ag	TIM10 inh	GRIN3A LBD mod	tim23-1 inh	NLRP3 yeast inh	APJ antag	MIN6 prolif	MPTP inh	tim10-1 inh
CC1OC(Nc2ccc(N=Nc3ccccc3)cc2)C(O)C(O)C1O (centres undefined)
    -0.3	32.4	0.5	31.1	29.7	10.9	-4.0	1.8	6.0
CCCOc1ccc(Cn2c(O)cc(=O)[nH]c2=O)cc1
    -2.9	4.3	-1.4	8.7	1.2	1.3	-3.3	-0.4	8.4
Cn1c(=O)oc2cc(S(=O)(=O)N3CCN(c4cccc(Cl)c4)CC3)ccc21
    4.9	-23.2	-3.4	-12.2	12.7	22.0	0.1	-0.3	14.7
O=C(CNC(=O)c1ccco1)OC(C(=O)c1ccccc1)c1ccccc1 (centres undefined)
    -3.7	2.7	-0.8	15.5	-80.9	16.4	-1.4	1.8	9.8
COc1cc(OC)c(NC(=O)C2CCCO2)cc1Cl (centres undefined)
    -1.9	2.1	0.1	17.0	14.3	-19.5	-3.6	0.5	14.9
Nc1c(C(=O)N/N=C/c2cccnc2)cnn1-c1ccccc1
    3.4	3.2	1.8	7.1	-4.5	3.2	0.0	-2.3	-6.6
Cc1ccc(-n2nc3c(N4CCC(C(=O)N5CCN(C)CC5)CC4)nnc(C)c3c2C)cc1
    0.6	17.2	1.2	10.9	-1.9	-12.6	-3.3	-1.7	11.8
O=S1(=O)N=C(N2CCc3ccccc3C2)c2ccccc21
    -0.6	10.6	-2.6	16.4	7.6	14.7	0.4	1.9	17.0
Cc1ccc(S(=O)(=O)N(NC2=NS(=O)(=O)c3ccccc32)C(=O)c2ccccc2)cc1
    -0.4	1.8	-0.7	11.7	-2.9	-13.2	-1.4	-0.7	19.0
CC(c1ccccc1)n1c(N2CCNCC2)nc2c1c(=O)[nH]c(=O)n2C (centres undefined)
    -1.6	-13.5	0.5	-5.0	2.0	26.1	-0.9	-1.7	-7.1

Carrying on:
Below each compound: APJ ag	TIM10 inh	GRIN3A LBD mod	tim23-1 inh	NLRP3 yeast inh	APJ antag	MIN6 prolif	MPTP inh	tim10-1 inh
COc1ccc(-c2cc(=Nc3ccc(C)cc3)c3ccccc3o2)cc1
    -6.6	55.0*	2.4	48.2	25.2	8.5	-5.8	62.6*	37.2
COc1cc(C(=O)OCC(C)=O)c([N+](=O)[O-])cc1OC
    1.1	-9.3	-1.0	2.3	11.2	4.0	2.0	3.3	10.1
Cc1cccc(N2CCN(C(=O)c3ccc(NC4=NC5CS(=O)(=O)CC5S4)cc3)CC2C)c1 (centres undefined)
    -0.1	3.1	2.0	7.8	11.4	15.2	3.7	-2.9	15.5
CCOc1cc(C(=O)OCc2ccc([N+](=O)[O-])cc2)ccc1OCC(=O)N1CCOCC1
    2.2	18.9	3.1	24.2	23.0	-59.4	-3.7	-0.2	9.4
COc1ccc(NC(=O)COC(C)=O)cc1Cl
    -1.8	-2.8	-2.9	2.9	5.1	-4.9	-0.9	-0.2	-6.7
COc1ccc(C(CC(=O)N2CCCC2)c2ccc(F)cc2)cc1 (centres undefined)
    -2.8	5.8	2.1	18.0	6.7	-12.5	0.3	0.5	28.7
CCOc1ccccc1N1C(=O)CN(Cc2ccc(OC)c(OC)c2)C1=S
    1.1	-0.6	-0.5	23.4	14.7	3.7	-6.0	-0.3	24.1
Cc1ccc(C(=O)/C=C/c2ccc(F)cc2)o1
    -3.2	12.0	-0.1	18.2	2.0	8.5	-6.3	-0.9	11.6
COc1ccc(CNC(=S)NCc2ccc(Cl)cc2)cc1OC
    -3.2	10.1	-6.2	6.2	7.8	5.5	4.1	-1.0	13.3
O=C(Oc1cccc(N2C(=O)CCC2=O)c1)C1CC(=O)N(c2ccc(Br)cc2)C1 (centres undefined)
    -1.4	5.9	1.6	25.1	10.7	12.3	-2.8	-0.3	9.7

Whole records from above. Values in the order: APJ ag, TIM10 inh, GRIN3A LBD mod, tim23-1 inh, NLRP3 yeast inh, APJ antag, MIN6 prolif, MPTP inh, tim10-1 inh
Listed for Cc1ccc(SCCN)cc1C : -8.3, -8.7, 0.1, 12.5, 45.5, 15.9, -2.4, 0.5, 0.7
Listed for COc1cc(C(=O)OCC(C)=O)c([N+](=O)[O-])cc1OC : 1.1, -9.3, -1.0, 2.3, 11.2, 4.0, 2.0, 3.3, 10.1
Listed for O=C(CNC(=O)c1ccco1)OC(C(=O)c1ccccc1)c1ccccc1 (centres undefined) : -3.7, 2.7, -0.8, 15.5, -80.9, 16.4, -1.4, 1.8, 9.8

Next section:
Below each compound: APJ ag	TIM10 inh	GRIN3A LBD mod	tim23-1 inh	NLRP3 yeast inh	APJ antag	MIN6 prolif	MPTP inh	tim10-1 inh
CC(=O)Nc1ccc(S(=O)(=O)N(C)c2nc3ccccc3nc2Cl)cc1
    2.1	20.3	4.4	19.1	8.6	11.6	1.6	-0.3	6.8
COc1cc(C2NC(=S)NC(O)(C(F)(F)F)C2C(=O)c2cccs2)cc(OC)c1O (centres undefined)
    -1.9	-9.2	-7.9	18.5	9.7	16.1	-2.3	-0.4	3.8
CCc1ccc(Nc2cc(C)nc3nc(C)nn23)cc1
    -0.7	-0.7	-1.8	31.4	5.0	-22.5	-0.1	-1.0	21.0
COc1ccc(N(CC(=O)NCC(C)C)S(=O)(=O)c2ccccc2)cc1
    -2.4	-1.2	-2.8	20.6	25.1	-23.0	1.6	-0.2	23.5
CCOC(=O)C1=C(C)C(c2ccccc2O)NC(=O)N1 (centres undefined)
    -3.5	4.4	0.8	-3.3	7.8	15.4	3.4	1.2	5.8
O=C(CSc1ccc(F)cc1)Nc1ccccc1Br
    -1.9	-23.7	-1.6	3.0	21.5	-13.0	-2.5	-0.5	-6.2
COc1cccc(NC(=O)C2CC(=O)N=C(N)S2)c1 (centres undefined)
    3.6	-8.7	2.4	13.3	1.0	4.3	-0.3	2.8	-1.8
O=C(CN1CCN(C(=O)c2ccco2)CC1)Nc1ccccc1
    -0.2	-11.0	-0.1	12.5	31.7	2.1	-1.5	0.3	18.5
CC(=O)N1CC(C)Oc2ccc(S(=O)(=O)NC(CC(=O)O)c3ccccc3C)cc21 (centres undefined)
    1.1	9.2	1.4	-3.0	17.1	15.8	-3.8	-1.1	-6.2
COc1ccc(N2CC(C(=O)N3CCC(c4nc5ccccc5[nH]4)CC3)CC2=O)cc1 (centres undefined)
    15.1	12.0	0.3	9.7	13.3	-13.3	-4.3	-0.3	3.4

The list continues:
Below each compound: APJ ag	TIM10 inh	GRIN3A LBD mod	tim23-1 inh	NLRP3 yeast inh	APJ antag	MIN6 prolif	MPTP inh	tim10-1 inh
C=CCOC(=O)C1=C(C)NC(SCC(=O)NC(=O)OCC)=C(C#N)C1c1cccnc1 (centres undefined)
    -3.5	-8.7	-0.3&0.4	-7.7	-0.9	-9.5	-1.4	-1.4&-1.3	12.1
O=C(CCS(=O)(=O)Cc1ccccc1)NCc1ccco1
    -4.8	6.8	0.7	9.3	15.8	24.1	-3.1	-0.2	-2.1
CCC(CC)N1CCN(C(=O)c2cc(OC)c(OC)c(OC)c2)CC1
    -4.3	-6.2	0.5	0.1	2.9	19.0	-1.9	-0.1	2.9
O=C(CSc1nc(C2CC2)nc2ccccc12)N1CCCCC1
    -2.2	14.3	-1.6	20.9	-2.6	12.2	-1.8	0.6	9.7
Cc1ccc(-n2cc(CNCCN3CCOC3=O)c(-c3cccc(C)c3)n2)cc1
    -0.5	2.3	-3.3	12.7	7.5	12.7	-0.5	-1.5	11.5
Cc1ccccc1C1CCCN(Cc2nc(C3CC3)no2)C1 (centres undefined)
    -3.4	3.5	-4.3	12.9	3.9	16.3	-1.3	0.5	20.6
CCCCCCCCC(=O)NCCOc1ccc(OC)cc1
    -1.5	14.6	0.0	18.1	32.9	-29.1	0.0	-1.2	19.4

Source: PubChem
